AddAB inh – growth inhibition of E. coli expressing H. pylori AddAB, primary screen, AddAB inhibitor project, absorbance; inhibition, % at 11.9 µM; 330,000 compounds, 0.29% hits; in the data active = inhibition above about 12%;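 also: 0% = vehicle wells of infected cells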
PfHsp90 yeast 2 – growth inhibition of PfHsp90-expressing yeast, primary screen, antimalarial PfHsp90 inhibitor project, S. cerevisiae, BacTiter-Glo luminescence, single point, set 2. BacTiter-Glo ATP, 48 h; yeast lacking PDR1 and PDR3 efflux regulators. inhibition, % at 9.4 µM. 310,000 compounds, 0.32% hits. AID 504621, 2011;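 active = every replicate shows inhibition above about 80%, whatever the replicate mean, limit read from the data; inconclusive = mean inhibition reaches the set limit but some replicate falls short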;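 also: 0% = DMSO neutral controls and 100% = 20 µM radicicol positive controls; yeast relying on Plasmodium falciparum Hsp90 in place of its own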
E coli growth – E. coli V3065 growth inhibition, primary screen, counter-screen for AddAB inhibitor project, absorbance, OD600. AID 449728, 2010. 18 h. 330,000 compounds, 0.27% hits. inhibition, % at 11.9 µM;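 active = inhibition above the campaign's mean inhibition across all tested compounds plus 3 SD, cut at about 9.9% in these data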;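 also: uninfected addAB+ strain grown without phage in ampicillin broth; 0% = DMSO wells and 100% = ciprofloxacin 0.95 µg/ml wells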
DAGLB inh – DAGLB lipase inhibitors, primary screen, biochemical, fluorescence, HTS; HEK293T DAGLB membrane lysate, EnzChek fluorogenic substrate; inhibition, % at 5.17 µM; 340,000 compounds, 0.059% hits; Diacylglycerol lipase-beta (Homo sapiens), Q8NCG7; in the data active = inhibition above about 34%;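 also: 0% = enzyme with vehicle and 100% = wells lacking enzyme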
Target sequence (Q8NCG7 whole entry, looked up): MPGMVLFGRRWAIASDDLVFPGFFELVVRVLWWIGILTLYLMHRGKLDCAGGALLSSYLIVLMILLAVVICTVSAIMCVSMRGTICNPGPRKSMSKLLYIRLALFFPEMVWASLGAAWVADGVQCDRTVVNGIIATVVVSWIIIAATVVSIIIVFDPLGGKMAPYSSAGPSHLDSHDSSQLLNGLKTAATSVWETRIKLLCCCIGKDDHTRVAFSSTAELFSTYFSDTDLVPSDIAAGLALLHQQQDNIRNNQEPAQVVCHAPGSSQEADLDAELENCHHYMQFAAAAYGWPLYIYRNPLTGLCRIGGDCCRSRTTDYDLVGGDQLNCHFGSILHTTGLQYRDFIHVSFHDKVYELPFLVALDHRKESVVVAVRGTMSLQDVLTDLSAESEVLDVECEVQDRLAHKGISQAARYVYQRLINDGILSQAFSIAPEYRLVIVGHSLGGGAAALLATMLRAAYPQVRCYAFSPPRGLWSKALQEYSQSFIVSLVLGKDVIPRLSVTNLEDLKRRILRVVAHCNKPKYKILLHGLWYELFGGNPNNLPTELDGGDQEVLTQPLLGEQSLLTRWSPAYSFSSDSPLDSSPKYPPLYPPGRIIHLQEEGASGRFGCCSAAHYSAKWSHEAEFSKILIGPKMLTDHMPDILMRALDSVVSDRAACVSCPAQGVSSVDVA
Rtt109 Vps75 – inhibitors of C. albicans Rtt109/Vps75 HAT, primary screen, biochemical, ThioGlo CoA-SH fluorescence, plate reader; AID 540336, 2011; inhibition, % at 34.9 µM; purified Rtt109/Vps75, 4 h; 330,000 compounds, 0.16% hits; Histone acetyltransferase RTT109 (Candida albicans (strain SC5314 / ATCC MYA-2876)), …;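 active = inhibition of at least 50% in every replicate; inconclusive = best replicate reaches 50% inhibition but some replicates fall short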
Target sequence (Q5AAJ8 whole entry, looked up): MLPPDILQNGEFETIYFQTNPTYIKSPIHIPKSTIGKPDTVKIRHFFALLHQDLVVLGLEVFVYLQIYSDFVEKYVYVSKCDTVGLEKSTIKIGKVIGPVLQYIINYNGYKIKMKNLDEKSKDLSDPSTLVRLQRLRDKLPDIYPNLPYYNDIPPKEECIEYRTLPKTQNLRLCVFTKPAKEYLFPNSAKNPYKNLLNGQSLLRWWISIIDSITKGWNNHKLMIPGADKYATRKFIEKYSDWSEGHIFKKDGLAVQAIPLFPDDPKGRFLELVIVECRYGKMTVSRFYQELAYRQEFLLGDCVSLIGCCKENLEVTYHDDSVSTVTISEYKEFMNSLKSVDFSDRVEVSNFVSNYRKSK
Tat transport – E. coli Tat export inhibitors, primary screen, MC4100, TorA-mCherry reporter, fluorescence, single point. inhibition, % at 10 µM. 340,000 compounds, 0.036% hits. AID 488895, 2010;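 active = mean replicate inhibition at least 50% and at least half of replicates individually reaching 50%; inconclusive = only one of the two criteria met; inactive = neither criterion met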;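 also: exported cargo escapes ClpAP degradation while cytoplasmic cargo is degraded and loses fluorescence; 0% = median of neutral control wells and 100% = median of NaSCN control wells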
PvdQ acylase – P. aeruginosa PvdQ acylase inhibitors, primary screen, biochemical, fluorescence, plate reader and imaging, single point; purified PvdQ acylase; 340,000 compounds, 0.063% hits; inhibition, % at 10 µM; AID 488965, 2010; in the data active = inhibition above about 30%, passing the limit was not always enough; inconclusive = no clear call, values can overlap the other calls;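 also: 0% = vehicle neutral wells and 100% = reference inhibitor wells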
CAL PDZ FP – CAL PDZ peptide-binding inhibitors, primary screen, biochemical, fluorescence polarization, Cer-tagged CAL PDZ, HTS. Golgi-associated PDZ and coiled-coil motif-containing protein (Homo sapiens), Q9HD26. inhibition, % at 20 µM. AID 504414, 2011. 330,000 compounds, 0.02% hits. purified CAL PDZ, TMR-peptide fluorescence polarization, 1 h;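 active = highest replicate inhibition of at least 40%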;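 also: plate controls were DMSO neutral control wells for no effect and unlabeled competitor peptide control wells for full effect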
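Assay system – tagged CAL PDZ protein CerCALP, purified · Timing – 1 h at RT · Compound – single point, 20 µM · Measured by – fluorescence polarization from S- and P-plane intensities, G-factor corrected · Evaluation – inhibition from polarization loss · Probe or stimulus – TMR reporter peptide T*-PRC34 · Buffer or medium – pH 7.4 phosphate-saline buffer, reducing agent, detergent, IgG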
Wnt bcat act – Wnt/beta-catenin pathway activators, primary screen, cell-based, plate reader, single point; Wnt/beta-catenin reporter cell assay, activator; activation, % at 9.35 µM; AID 743398, 2014; 300,000 compounds, 1.2% hits; in the data active = activation above about 30%, passing the limit was not always enough; inconclusive = no clear call, values can overlap the other calls;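 also: 0% = neutral control wells and 100% = positive control wells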
phage Ecoli inh – growth loss of phage-infected E. coli, primary screen, RecBCD inhibitor project, absorbance, with phage, HTS; AID 651602, 2012; 360,000 compounds, 0.26% hits; inhibition, % at 11.9 µM; in the data active = inhibition above about 11%
Numbers without * were called inactive; u = inconclusive; x = no result given.

SMILES | AddAB inh | PfHsp90 yeast 2 | E coli growth | DAGLB inh | Rtt109 Vps75 | Tat transport | PvdQ acylase | CAL PDZ FP | Wnt bcat act | phage Ecoli inh
CCCCSc1nc(C)c(C(C)=O)cc1C#N | 2.6 | -37.8 | -0.8 | -6.9 | -10.4 | -0.3 | 14.1 | -1.0 | x | 4.9
O=S(=O)(Oc1ccccc1/C=N/n1cnnc1)c1ccccc1 | -0.7 | -9.9 | 1.9 | -0.2 | -0.8 | 0.0 | 1.0 | -1.9 | -3.5 | 4.3
COc1cc(/C=C2\SC(=S)N(N3CCOCC3)C2=O)cc(OC)c1OC | 0.7 | 20.7 | -1.3 | -0.8 | -0.2 | 6.1 | -7.3 | 0.2 | x | 1.1
CC(=O)c1cccc(NC(=O)c2cc(-c3ccc(F)cc3)on2)c1 | -1.8 | x | -1.5 | 6.0 | -19.8 | -1.4 | -11.2 | -2.4 | 9.1 | 2.6
COc1cc(CN2CCN(Cc3ccc(C(F)(F)F)cc3)CC2)cc(OC)c1OC | -0.4 | 2.6 | -0.8 | -5.8 | 0.7 | -6.3 | 2.6 | -0.8 | -3.1 | -1.6
Cc1cc(O)c(-c2cc(C(=O)Nc3cccnc3)[nH]n2)cc1C | 0.5 | 40.9 | -1.0 | 0.6 | 3.9 | -0.6 | 2.1 | -1.7 | 40.4* | 1.7
COC(=O)c1c(NC(=O)C(=O)N2CCCCC2)sc2c1CC(C)(C)OC2 | 2.3 | 29.5 | 2.8 | -3.8 | 3.6 | -0.2 | -3.9 | -0.9 | -2.6 | 3.4
NC(=O)C1CCN(C(=O)Cc2ccc([N+](=O)[O-])cc2)CC1 | 0.2 | -2.5 | 1.0 | -1.2 | 39.2 | -4.7 | 7.4 | -1.7 | -2.9 | 3.5
Cc1ccc(COC(=O)CCN=C2NS(=O)(=O)c3ccccc32)cc1 | 0.9 | 5.0 | 1.4 | 2.9 | -23.2 | 1.9 | -7.3 | -2.3 | -1.4 | 3.2
COc1ccc(-c2nc(C)ncc2-c2csc(C)n2)c(O)c1 | 1.0 | 13.4 | 0.6 | -0.8 | 4.2 | 4.7 | -12.0 | -1.2 | x | 2.0
O=C(Nc1cccnc1Cl)c1cc(-c2ccccc2O)on1 | 3.6 | -11.6 | -1.1 | -2.4 | -1.5 | -18.7 | 4.3 | -2.2 | -4.6 | 0.8
CCCOc1cc(C)c(S(=O)(=O)n2ccc(C)n2)cc1C | -0.5 | 55.2 | -1.4 | -0.2 | 6.0 | 0.3 | -10.4 | -4.3 | 3.6 | 0.7
C#CCN1[C@@H]2CCN(C2)c2cc(Br)ccc2S1(=O)=O | x | -2.3 | x | -2.8 | -16.7 | -3.0 | -14.1 | -0.4 | -2.8 | -4.7
COc1ccc(/C=N/NC(=O)c2ccoc2C)cc1OC | 2.4 | 3.9 | 0.2 | 0.7 | 14.0 | -2.2 | -7.7 | -0.3 | 0.7 | 0.0
CS(=O)(=O)N(CC(=O)N1CCN(c2ccccc2)CC1)C1CCCCC1 | 2.0 | 12.4 | 0.5 | 1.0 | 0.5 | 0.9 | -8.1 | 0.7 | x | 2.0
COc1cc(/C=N/NC(=O)COc2c(C)cc([N+](=O)[O-])cc2C)ccc1OC(=O)c1ccccc1Br | 0.3 | 11.2 | -1.3 | -0.9 | 0.6 | 7.6 | -5.9 | -0.5 | x | 1.3
CC(=O)Nc1ccc2c(c1)c1ccccc1n2C(C)=O | 1.8 | 27.6 | 0.8 | -0.9 | -2.6 | -3.7 | -12.2 | -2.3 | 0.1 | 2.1
COc1cc(OC)cc(C(=O)Nc2ncn[nH]2)c1 | 0.9 | 9.3 | 0.4 | 0.3 | -8.0 | 11.9 | -21.9 | -0.5 | -0.8 | 2.1
CC(C)Oc1ccc(C2C(C#N)=C(N)Oc3c2oc(CO)cc3=O)cc1 (stereo unspecified) | -1.2 | -7.7 | -2.3 | 2.7 | -2.2 | -1.0 | -14.6 | -2.3 | -0.9 | 3.4
COc1cccc2cc(C(=O)Nc3ccccc3C)/c(=N/O)oc12 | 0.6 | -0.5 | -0.7 | -1.6 | -0.8 | 1.5 | -11.0 | -0.8 | 12.8 | 0.8
CNC(=O)CN(c1cccc2ccccc12)S(C)(=O)=O | 0.1 | -38.0 | 1.8 | 2.2 | -1.4 | -2.2 | -9.1 | -1.5 | -1.8 | 0.6
CC(NC(=O)Cn1ccsc1=N)C12CC3CC(CC(C3)C1)C2 (stereo unspecified) | 4.2 | 8.7 | 1.1 | -1.1 | 3.0 | 14.0 | -28.5 | -0.2 | -1.7 | 1.2
COc1cccc(C(NC(C)=O)c2ccc3cccnc3c2O)c1 (stereo unspecified) | 9.5 | 13.2 | 8.3 | 3.7 | 3.7 | -5.8 | -7.4 | -20.0 | -2.6 | 9.8
CCc1ccc(-c2cc(C)no2)cc1S(=O)(=O)NCc1ccc(OC)c(OC)c1 | 3.9 | -19.3 | -1.8 | -2.2 | -0.1 | -4.2 | -14.9 | -0.5 | -4.4 | 0.8
O=C1NC(=O)C2(COC(c3ccccc3Cl)OC2)S1 (stereo unspecified) | 1.1 | -13.7 | -1.1 | 1.8 | 3.1 | -1.2 | -13.0 | -0.7 | -0.3 | 5.2
CC(NC(=O)c1ccco1)C(=O)N1CCN(c2cccc(Cl)c2)CC1 (stereo unspecified) | 1.6 | -1.1 | 1.6 | -1.1 | 1.8 | -5.8 | 10.1 | -0.4 | 2.9 | 0.6
COc1cc(-c2nc3ccccn3c2NCC2CCCO2)ccc1O (stereo unspecified) | 2.5 | -5.4 | 0.2 | 0.0 | -72.3 | -15.9 | -4.9 | 0.6 | x | 1.4
Cc1ccc(S(=O)(=O)N2CCN(C(=O)CSc3nnnn3C)C2)cc1 | 1.4 | x | -2.3 | -2.2 | -16.3 | -7.1 | -8.1 | 1.4 | x | 2.5
COC(=O)C1=NN(c2ccccc2)C2(S1)SC(C(C)=O)=C(C)N2c1ccccc1 (stereo unspecified) | -0.2 | 0.7 | -0.8 | -1.1 | 5.1 | 19.0 | -3.4 | -2.5 | -2.1 | 0.7
CCNC(=S)NC1CC2CCCC(C1)N2Cc1ccco1 (stereo unspecified) | 1.6 | 17.6 | 0.4 | -2.3 | x | -1.5 | -9.6 | -1.8 | -0.1 | 1.1

2 of these compounds, reformatted.
smiles	AddAB inh	PfHsp90 yeast 2	E coli growth	DAGLB inh	Rtt109 Vps75	Tat transport	PvdQ acylase	CAL PDZ FP	Wnt bcat act	phage Ecoli inh
CC(C)Oc1ccc(C2C(C#N)=C(N)Oc3c2oc(CO)cc3=O)cc1 (stereo unspecified)	-1.2	-7.7	-2.3	2.7	-2.2	-1.0	-14.6	-2.3	-0.9	3.4
COc1cccc2cc(C(=O)Nc3ccccc3C)/c(=N/O)oc12	0.6	-0.5	-0.7	-1.6	-0.8	1.5	-11.0	-0.8	12.8	0.8

Next records.
SMILES | AddAB inh | PfHsp90 yeast 2 | E coli growth | DAGLB inh | Rtt109 Vps75 | Tat transport | PvdQ acylase | CAL PDZ FP | Wnt bcat act | phage Ecoli inh
Cc1ccc(C(C(=O)NC(C)(C)C)N(CC2CCCO2)C(=O)CCC(=O)Nc2ccccn2)cc1 (stereo unspecified) | 0.5 | 2.8 | 0.9 | 0.6 | -0.3 | 4.2 | -13.3 | -0.3 | -1.5 | -1.2
CCOC(=O)[C@H]1[C@H]2COc3ccc(Cl)cc3[C@@H]2N2C(=O)c3cc(F)ccc3NC(=O)[C@@]12C | 5.3 | 21.4 | 0.7 | -5.1 | 2.4 | 5.1 | 1.1 | -1.4 | -4.5 | 4.8
C=CCC[C@H](Cc1ccc(F)cc1)C(=O)OC[C@@H](C)NC(=O)[C@H](CC=C)CC(=O)NCCO | 1.6 | 26.7 | -0.2 | -1.1 | -2.5 | u | 3.1 | -1.3 | -1.8 | 1.8
CC(OC(=O)Cc1c(F)cccc1Cl)C(=O)NC1CCCCC1C (stereo unspecified) | 1.3 | -4.5 | 0.5 | 1.3 | 0.5 | -5.7 | -25.2 | -1.6 | -1.7 | 2.6
CCCCCSc1nncc(=O)[nH]1 | 1.7 | x | 0.6 | -1.3 | 15.2 | -6.6 | 14.2 | -0.5 | x | 2.0
O=S(=O)(c1ccc(NCCOCCO)nc1)N1CCCCC1 | 2.9 | 3.5 | 1.1 | -1.9 | -8.8 | -0.2 | -1.5 | -0.2 | 4.4 | 1.8
Cc1cccc(CN(C)C)c1CC(O)(c1ccccc1)c1ccccc1 | x | -10.5 | x | -1.7 | 13.5 | 2.3 | -1.0 | 0.0 | -4.4 | 0.6
Cc1cc(NC(=O)c2cccnc2)ccc1NC(=O)c1cc2ccccc2o1 | 2.7 | -24.0 | 0.2 | -0.6 | -8.1 | -5.9 | -7.8 | 0.4 | -0.2 | 2.2
C/C(=N\Nc1ccccn1)c1ccc(C#N)cc1 | 0.5 | x | -0.9 | -0.7 | 4.4 | 3.2 | -8.8 | -1.0 | 5.0 | 1.8
CC1CC(=O)Nc2ccccc2N1C(=O)Nc1ccc(F)cc1F (stereo unspecified) | 1.6 | -2.7 | 1.3 | -0.3 | -3.8 | 2.2 | 0.8 | -0.2 | -1.3 | 1.7
CC(C)CC(=O)Nc1ccc(Oc2ccc(NC(=O)CC(C)C)cc2)cc1 | 1.0 | -21.6 | 0.6 | 4.2 | -6.9 | 0.8 | -12.4 | -1.1 | x | -0.1
C/C=C/c1ccc(OCCCNC2CCCC2)c(OC)c1 | 1.9 | 19.9 | -0.1 | 0.1 | 18.4 | 4.8 | -5.8 | 0.4 | -8.2 | 1.6
COc1ccccc1CC1(C)NC(=O)N(CC(=O)N2CC(C)OC(C)C2)C1=O (stereo unspecified) | -0.5 | -57.8 | -4.0 | -1.2 | -2.2 | -2.2 | -8.0 | -0.8 | x | 0.0
Cc1ccc(OCC(=O)OC2CCS(=O)(=O)C2)cc1 (stereo unspecified) | 0.0 | 19.5 | 0.8 | 0.4 | 12.4 | -6.9 | 3.4 | -0.5 | x | -0.3
C=CCNc1nc(Cl)nc(Nc2ccc(OC)cc2OC)n1 | -2.1 | -26.9 | -1.6 | 2.9 | 1.9 | -1.2 | -5.6 | 0.9 | 0.0 | 1.8
CCOc1ccc(NC(=S)NC(=O)c2cncc(Br)c2)cc1 | 1.4 | -18.8 | 1.6 | -8.1 | 2.6 | -0.7 | -23.7 | -4.9 | -0.5 | 0.0
CCN(CC)CCCn1c2c(c(SCC(=O)Nc3nccs3)nc1=O)CCC2 | 2.1 | x | -0.3 | -1.3 | -4.4 | 9.7 | -8.7 | -1.5 | -2.3 | 2.2
O=C(OCC(=O)N(C1CCCCC1)C1CCCCC1)c1ccccc1O | -0.6 | -3.6 | -0.5 | -11.0 | -2.5 | 10.2 | -12.4 | -1.2 | -0.2 | 1.9
